DYRK1A inh – rat Dyrk1A kinase inhibitors, primary screen, biochemical, single point, plate reader; ADP-Glo luminescence, NFATc1 peptide; inhibition, % at 12.5 µM; 310,000 compounds, 0.43% hits; AID 504441, 2011; in the data active = inhibition above about 50%;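 note: plate controls were vehicle with enzyme for no effect and no enzyme for full effect; many of its hits are not listed in these tables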
KLF5 inhibitor – KLF5 expression inhibitors, primary screen, DLD-1 cells, luminescence. DLD-1 KLF5 promoter-luciferase reporter. AID 1700, 2009. inhibition, % at 5 µM. 290,000 compounds, 0.23% hits;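 active = inhibition above a per-plate limit of that plate's mean compound inhibition plus 3 SD, cut at about 60% in these data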;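 note: 0% = DMSO wells and 100% = LY294002 at 200 µM; higher means less KLF5 promoter-driven luciferase light; inactives centre near -14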
HSF1 inhib – HSF1 inhibitors in luciferase reporter cells, primary screen, cell-based, NIH3T3, luminescence | NIH3T3-HGL HSE-luciferase, MG132-induced, luminescence 8 h; hits give low values | activity change, negative = inhibition, % at 7.5 µM (by protocol) | 300,000 compounds, 0.77% hits | AID 2098, 2009;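 active = more than half of replicate wells show activity change below -50%, luminescence cut by over half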;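 note: luciferase reports HSF-1 transcriptional activity via heat shock element; 0% = median of DMSO wells and -100% = zero luminescence signal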
HSP90 refold inh – HSP90 inhibitors, primary screen, cell lysate, luminescence; Rabbit reticulocyte lysate, luciferase refolding luminescence, 3 h; inhibition, % at 5.6 µM; 290,000 compounds, 0.91% hits; AID 1789, 2009;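 active = inhibition above the screen-wide mean plus 3 SD, computed separately per campaign, cut at about 16% in these data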;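 note: 0% = DMSO wells and 100% = 60 µM geldanamycin wells; inhibitors lower the luminescence because luciferase stays unfolded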
Platelet DG rel – inhibitors of platelet dense granule secretion, primary screen, cell-based, MLPCN, human platelets. AID 1663, 2009. human platelet-rich plasma, SFLLRN dense granule ATP release, luminescence. 300,000 compounds, 0.22% hits. inhibition, %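 (compounds screened at 7.5 µM in platelet-rich plasma)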;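 active = mean replicate score, as percent of positive control, at or above 50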
GSK3A inh – blockers of GSK3A enzyme activity – biochemical, luminescence, cell-free homogeneous, HTS, primary screen; Glycogen synthase kinase-3 alpha (Homo sapiens), P49840; GSK-3 alpha kinase, ADP-Glo luminescence, 60 min; inhibition, % at 10 µM; 320,000 compounds, 0.1% hits; AID 2650, 2010;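 in the data active = inhibition above about 50%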;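 note: GST-tagged GSK-3 alpha with peptide substrate and 25 µM ATP; 0% = DMSO neutral wells and 100% = GW8510 positive control wells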
Target sequence (P49840 whole entry, looked up): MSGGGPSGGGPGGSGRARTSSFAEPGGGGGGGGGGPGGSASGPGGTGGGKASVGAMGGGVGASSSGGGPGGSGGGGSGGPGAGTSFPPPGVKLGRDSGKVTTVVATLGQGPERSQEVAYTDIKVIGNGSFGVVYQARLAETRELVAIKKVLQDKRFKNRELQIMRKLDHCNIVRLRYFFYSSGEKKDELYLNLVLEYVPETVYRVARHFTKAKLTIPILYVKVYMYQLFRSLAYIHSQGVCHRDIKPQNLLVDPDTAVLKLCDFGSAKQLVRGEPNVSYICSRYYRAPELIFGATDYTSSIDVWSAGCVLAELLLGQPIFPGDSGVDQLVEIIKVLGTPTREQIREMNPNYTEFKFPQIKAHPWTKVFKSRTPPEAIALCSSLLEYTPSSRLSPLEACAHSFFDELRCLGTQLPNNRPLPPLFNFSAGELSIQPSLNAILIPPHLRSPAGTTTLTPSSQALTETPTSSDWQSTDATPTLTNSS
aSyn 5UTR inh – MLPCN primary screen, SNCA 5' untranslated region; alpha-synuclein 5'UTR reporter, inhibitor activity; inhibition, % (tested at 7.5 µM); 300,000 compounds, 0.82% hits; AID 1813, 2009; in the data active = inhibition above about 60%;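 note: H4 neuroglioblastoma cells stably carrying SNCA 5'UTR luciferase fusion; 0% = DMSO wells and 100% = positive control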
GSK3beta inhib – human GSK3beta kinase inhibitors, primary screen, biochemical, cell-free homogeneous, HTS; Glycogen synthase kinase-3 beta (Homo sapiens), P49841; GST-GSK3beta kinase, ADP-Glo luminescence, 60 min; hits give low values; activity score (negative = inhibition), % at 10 µM; 300,000 compounds, 0.038% hits;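 active = more than half of replicate wells score below -50%, meaning over 50% inhibition versus plate controls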;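 note: 0% = median DMSO wells and -100% = median GW8510 positive control wells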
Target sequence (P49841 whole entry, looked up): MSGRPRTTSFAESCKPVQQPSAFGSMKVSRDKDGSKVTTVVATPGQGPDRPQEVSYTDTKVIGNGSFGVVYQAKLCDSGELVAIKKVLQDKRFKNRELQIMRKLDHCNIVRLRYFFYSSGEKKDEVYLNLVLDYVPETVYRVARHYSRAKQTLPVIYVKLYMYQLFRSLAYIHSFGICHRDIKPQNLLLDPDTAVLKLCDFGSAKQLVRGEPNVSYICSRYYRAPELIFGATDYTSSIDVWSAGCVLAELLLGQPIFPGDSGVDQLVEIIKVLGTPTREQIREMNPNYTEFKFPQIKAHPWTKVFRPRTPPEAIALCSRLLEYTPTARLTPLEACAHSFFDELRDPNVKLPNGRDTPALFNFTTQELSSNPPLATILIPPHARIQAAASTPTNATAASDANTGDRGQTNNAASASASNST
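Test system: GST-tagged human GSK3beta kinase, cell-free; evaluation: activity score scaled between in-plate DMSO and GW8510 controls; measured by: ADP-Glo luminescence; incubation: 60 min reaction, RT; benchmarks: DMSO and 20 µM GW8510; reagent: peptide substrate plus 25 µM ATP (final); medium: Tris/MgCl2 kinase buffer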
IEC-6 tox – cytotoxicity in IEC-6 intestinal epithelial cells, primary screen, cytotoxicity control for KLF5 inhibitor project, cell-based, luminescence; IEC-6 cytotoxicity, luminescence viability; inhibition, % at 5 µM; 290,000 compounds, 0.78% hits; AID 1825, 2009; in the data active = inhibition above about 22%;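 note: 0% = plate median of test compound wells and 100% = cytotoxic reference compound wells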
HSF1 activator – HSF-1 activators, primary screen, NIH3T3-HGL cells, MG132 stress, luminescence, single point; NIH3T3-HGL HSF-1 luciferase reporter, 8 h; 100% = twice DMSO control signal; activation, % at 9 µM; 300,000 compounds, 1.7% hits; AID 504408, 2011;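 active = mean replicate activation of at least 50% with a set share of replicates each reaching 50%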;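 note: 0% = median of the neutral control wells and 100% = twice that signal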
Numbers without * were called inactive; nt = no result given.

Results follow in this order: DYRK1A inh	KLF5 inhibitor	HSF1 inhib	HSP90 refold inh	Platelet DG rel	GSK3A inh	aSyn 5UTR inh	GSK3beta inhib	IEC-6 tox	HSF1 activator
- CCCc1nn(C)c(C(=O)Nc2ccc(Cl)cc2)c1Cl
  2	-18	15	2	11	-2	-79	-2	-2	6
- COc1ccc(-c2noc(CSc3nc4ccccc4c(=O)n3-c3ccccc3)n2)cc1
  -9	9	-2	6	-1	-2	-2	-8	9	1
- CCC1CCCCN1C(=O)CCCc1ccccc1 (centres undefined)
  2	-66	9	11	-4	-1	-105	-2	3	8
- COc1ccc(C(=O)NNC(=O)c2ccc(C(C)(C)C)cc2)cc1
  -2	-37	2	0	2	1	8	1	-7	-4
- Cc1cccc(-c2nc3ccccc3c(=O)n2NC(=S)N(C)C)c1
  nt	7	-8	5	0	-2	4	-4	7	1
- C[C@]12CCC3C(CC[C@H]4CC(O)CC[C@]34C)C1CC/C2=N/O (some centres undefined)
  -2	-19	-1	-3	-4	0	17	-2	2	-3
- O=C(NC(=S)Nc1cccc2c(O)cccc12)c1cccc(Br)c1
  4	-17	10	7	-4	1	11	0	4	40
- O=[N+]([O-])c1ccc(N2CCCCC2)cc1NCCOc1ccccc1
  -8	-13	8	1	-20	-2	-41	-4	8	30
- COc1cc(OC)cc(C(=O)Nc2nc(CC(=O)NCc3ccc(F)cc3)cs2)c1
  -4	nt	-7	nt	0	1	-23	-3	nt	-7
- COc1ccc(N(CC(=O)NCc2ccccc2OC)S(=O)(=O)c2ccccc2)cc1
  8	5	-1	-4	-8	0	-11	0	-6	-19
- COCCCNC(=O)CSc1nc2ccccc2c(=O)n1CCc1ccc(S(N)(=O)=O)cc1
  7	-4	-7	1	0	-2	-8	-2	-17	-2
- Cn1cc(Cl)nc1C(O)c1ccccc1 (centres undefined)
  6	-34	-3	-2	-8	0	15	1	-4	-10
- CCc1ccc2nc(N(CCCN(C)C)C(=O)c3ccc(S(=O)(=O)N4CCc5ccccc5C4)cc3)sc2c1
  nt	-103	-10	2	-3	-1	-11	2	-6	-8
- O=C(NCCCCc1ccccc1)c1cccc(Br)c1
  7	-38	-3	-3	1	-1	-9	1	-2	14
- CN(C)c1ccc(/C=C/C(=O)c2cccnc2)cc1
  nt	3	4	-2	11	3	-26	1	-2	-7
- Cc1ccc(S(=O)(=O)NNC(=S)Nc2ccccc2)cc1
  -2	-17	3	2	-3	nt	-11	2	-2	-5
- CCOC(=O)CN=C(NS(=O)(=O)c1ccc(Cl)cc1)c1ccccc1
  -2	2	nt	0	-7	-1	9	2	-3	nt
- CC1(C)CC(=O)C2=C(C1)Oc1ncn(CCCO)c(=N)c1C2c1ccccc1 (centres undefined)
  4	-11	9	0	-13	0	-3	0	1	9
- Cc1cccc(CNC(=O)Cn2ccc3cc(S(=O)(=O)N4CCCC4)ccc32)c1
  2	-11	3	0	-8	nt	5	1	-3	35
- CN(C)S(=O)(=O)c1ccc(C(=O)N(c2ccccn2)c2ccccn2)cc1
  2	-8	-10	10	0	nt	7	-6	6	-1
- C=C(C)C(=O)OCC(=O)NCc1ccccc1
  3	-53	5	-2	-9	-3	-1	2	-7	-3
- Cc1c(N(C)S(=O)(=O)c2cccc(C(=O)NCC3CCCO3)c2)c(=O)n(-c2ccccc2)n1C (centres undefined)
  8	nt	-2	nt	-15	8	0	-2	nt	21
- Cc1sc2nc(CSCC(=O)NC3CCCCC3)[nH]c(=O)c2c1C
  8	nt	16	nt	-4	-2	21	nt	nt	21
- Cc1oc(-c2ccc(Cl)cc2)nc1CS(=O)CC(=O)NCCCN(C)C1CCCCC1 (centres undefined)
  -2	-25	1	4	6	0	5	1	-8	-15
- Cc1cc(N2CCN(C)CC2)nc2ccc(NC(=S)NCCC(C)C)cc12
  -4	-63	-14	14	-8	0	-86	0	-2	-22
- CCOC(=O)Cn1c(=O)n(Cc2ccco2)c(=O)c2ccc(C(=O)NCCc3ccccc3)cc21
  1	-1	5	-2	3	-1	7	2	-4	8
- COC(=O)c1cc(C#N)c(SCc2ccccc2)nc1C
  -3	0	8	1	0	-4	-46	3	6	28
- CCCCCCCCCCOC(=O)C[N+](C)(C)CC1CCCCC1O (centres undefined)
  4	-8	-7	2	8	4	-9	2	0	-6
- NC(=O)Cn1cnc(-c2ccccc2)c1
  -6	10	-8	3	-6	-3	-16	-4	-7	1
- N#C/C(=C\C=C\c1ccccc1)C(=O)NCc1ccco1
  12	-12	1	-1	-2	1	-63	-1	0	8
- O=C(NNC1OC(CO)C(O)C(O)C1O)c1cccc(Br)c1 (centres undefined)
  2	-36	-3	-3	-2	0	-20	-2	3	-21
- COC(=O)/C(=C(/F)Sc1cc(C)c(O)c(C)c1)C(F)(F)F
  1	-5	5	3	3	3	-7	-2	0	8
- CC1CCN(C(=O)CSc2nnc(N)s2)CC1
  1	-33	0	-2	4	4	-3	2	-2	7
- Cc1cc(C)cc(OCC(=O)OCC(=O)c2cc(C)n(C3CC3)c2C)c1
  -3	-8	-9	0	-21	2	-5	5	-4	13
- Clc1cncc(Cl)c1NNc1c2ccccc2nc2ccccc12
  -2	-20	-5	-3	2	0	-2	6	10	-9
- Cc1ccc(Oc2ncccc2CO)cc1
  -2	-10	-4	-5	-3	-1	9	-1	1	0
- Cc1ccc2c(C)c(C(=O)N(C)Cc3ccncn3)oc2c1C
  6	-27	-1	-5	-6	-2	-8	6	0	10
- CCOC(=O)n1c(=O)[nH]c2ccc(Br)cc21
  7	-14	8	-1	-3	-1	-7	4	-8	24
- O=Nc1c(O)[nH]c2ccc(Cl)cc12
  31	-32	nt	0	-2	nt	-52	-1	5	nt
- COc1ccc2oc(C(=O)OCC(=O)Nc3ccc(OC)c(S(N)(=O)=O)c3)c(C)c2c1
  14	nt	-2	nt	4	-1	10	5	nt	-4
- Cc1cc(O)c(C2=Nc3ccccc3SC(c3ccc(Cl)cc3)C2)c(=O)o1 (centres undefined)
  -3	-17	-54*	7	2	3	-261	-3	0	-63
- O=C(c1cc(F)c(F)cc1Cl)N1CCN(CCc2ccccc2)CC1
  1	2	-4	38*	4	-1	-7	-2	2	-2
- CC(CC(=O)N1CCc2ccccc21)n1cccn1 (centres undefined)
  2	-7	-6	1	-2	-1	-2	0	6	-5
- COC(=O)c1ccc(Cn2cc(Cl)cn2)o1
  3	-14	-4	-1	-16	1	-9	-3	-6	6
- CC1CC(C)CN(S(=O)(=O)c2ccc3c(c2)oc(=O)n3CC(=O)N2CCOCC2)C1 (centres undefined)
  1	-8	3	1	5	0	6	1	-2	7

HSF1 inhib, what is marked active above.
Compound | DYRK1A inh | KLF5 inhibitor | HSF1 inhib | HSP90 refold inh | Platelet DG rel | GSK3A inh | aSyn 5UTR inh | GSK3beta inhib | HSF1 activator
Cc1cc(O)c(C2=Nc3ccccc3SC(c3ccc(Cl)cc3)C2)c(=O)o1 (centres undefined) | -3 | -17 | -54* | 7 | 2 | 3 | -261 | -3 | -63

Additional structures follow:
Results follow in this order: DYRK1A inh	KLF5 inhibitor	HSF1 inhib	HSP90 refold inh	Platelet DG rel	GSK3A inh	aSyn 5UTR inh	GSK3beta inhib	IEC-6 tox	HSF1 activator
- CCCCNC(=S)N1CCn2cccc2C1c1ccc(F)cc1 (centres undefined)
  nt	-14	4	2	-8	-1	-4	0	1	6
- Cc1nc2ccccc2n1CCOc1ccc(F)cc1
  -11	-34	6	0	6	-2	-13	3	-1	0
- COC(=O)c1sc2ccccc2c1NC(=O)c1ccc(S(=O)(=O)N2CCC(C)CC2)cc1
  3	9	-7	1	-6	-3	6	1	-2	-27
- O=C(CCc1nc2ccccc2c(=O)[nH]1)OCC(=O)c1cccc(Cl)c1
  -2	-35	13	0	2	0	14	-2	6	3
- CCOc1ccc2c(c1)OC(c1ccccc1)(C(F)(F)F)NC2=O (centres undefined)
  -9	-30	14	1	15	0	3	-3	-9	32
- COc1ccc(OC)c2c(C)c(C)[nH]c12
  4	-19	14	-3	-3	0	3	-14	-1	33
- Cc1ncc([N+](=O)[O-])n1Cc1ccccc1
  1	-25	-3	-1	-7	0	6	-2	5	-8
- O=C1Nc2ccccc2C(O)(C(=O)N2CCCCC2)N1c1ccccc1 (centres undefined)
  -1	-16	-12	4	6	-4	-8	-1	6	-11
- O=C(NCCN1C(=O)S/C(=C\c2ccc(F)cc2)C1=O)c1cccc(S(=O)(=O)N2CCOCC2)c1
  5	-28	9	2	2	3	7	4	-19	2
- COc1ccc2c(c1OC)C(=O)OC2
  nt	-8	4	-3	6	1	-6	4	-4	8
- CN(C(=O)c1cnc(N2CCN(c3ncccn3)CC2)c2ccccc12)c1ccc(Cl)cc1
  -1	-37	0	1	0	-1	5	-1	-6	4
- CCOC1(C)OCC(=O)[C@]2(CCC3C4CCC5=CC(=O)C=CC5(C)C4C(=O)CC32C)O1 (some centres undefined)
  -1	-17	0	-2	-2	-4	-2	0	4	-11
- c1ccc2sc(NC3=NCN(C4CCCCCC4)CN3)nc2c1
  -4	-15	-5	2	6	0	-11	nt	0	-2
- Cc1cc(C)nc(NS(=O)(=O)c2ccc(NC(=O)c3cc(=O)c4ccccc4o3)cc2)n1
  nt	-9	2	-2	-3	-3	1	0	0	3
- NC(CSCc1ccccc1Cl)C(=O)O (centres undefined)
  -5	7	1	-3	-9	-1	-29	1	6	-4
- Cc1ccc(N(CC(=O)NCCSc2ccccn2)S(C)(=O)=O)cc1
  -2	-14	4	4	2	0	-98	-1	0	4
- CCn1c(-c2cccnc2Cl)nc2cc(C)c(C)cc21
  3	-36	-1	0	-2	1	24	0	-3	6
- O=C1N=C(N2CCN(c3ccccc3)CC2)SC1Cc1ccccc1 (centres undefined)
  -5	-21	4	1	0	-3	2	0	-2	-6
- Cc1ccc(SCc2nc(N)nc(Nc3ccccc3C)n2)cc1C
  0	-12	8	-2	-2	4	1	4	-6	25
- CCC(=O)N(CC(=O)Nc1sc(C)c(C)c1C(N)=O)C1CCCC1
  1	-22	-2	2	-2	-1	5	2	-4	3
- C/C(=N\Nc1nccnc1Cl)c1ccc([N+](=O)[O-])cc1
  -7	-128	5	3	1	1	-5	1	-1	4
- COc1ccc(CCc2nc(-c3cccs3)no2)cc1
  0	-152	43	1	7	-1	-148	2	-3	65*
- CN(C)/C=C(/C(=O)c1ccc(F)cc1)S(=O)(=O)c1ccc(F)cc1
  -6	-11	2	-4	9	1	-28	11	-1	-3
- CCCCn1c(N)c(-c2nc3ccccc3o2)c2c([N+](=O)[O-])nn(C)c(=O)c21
  1	-9	2	0	4	-1	7	2	-3	7

These rows are one share of the data; rates above refer to the full screens.
